Bioassay records as filed in PubChem.
ERAP1 HTS inh – blocks human ERAP1 aminopeptidase activity; 340,000 tested, 0.15% active; recombinant ERAP1, Leu-AMC fluorescence, 60 min; inhibition, % at 10.7 µM; AID 652197;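 active means mean replicate inhibition of at least 30%, or all replicates individually reaching that 30% level; inactive means mean below 30% and not every replicate reaching it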;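 further: 0% = neutral control wells and 100% = L-leucinethiol positive control wells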
ARNT-TACC3 inh – disrupts binding between human ARNT and TACC3; AlphaScreen His-ARNT PAS-B/GST-TACC3 binding, luminescence; TACC3 fragment carries E629A point mutation; inhibition, % at 9.99 µM; Q9Y6A5; 390,000 tested, 0.66% active;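 active means mean inhibition of replicates at least 50% and at least half of replicates each reaching 50%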;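 further: 0% = complete ARNT plus TACC3 wells and 100% = ARNT alone without TACC3; many hits fall short of the cut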
RAD52 inh – inhibitors of human RAD52 DNA annealing. 360,000 tested, 0.46% active. P43351. inhibition, % at 18.7 µM. recombinant RAD52 DNA annealing, FRET fluorescence;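 active means every replicate showing at least 50% inhibition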
Target sequence (P43351 whole entry, looked up): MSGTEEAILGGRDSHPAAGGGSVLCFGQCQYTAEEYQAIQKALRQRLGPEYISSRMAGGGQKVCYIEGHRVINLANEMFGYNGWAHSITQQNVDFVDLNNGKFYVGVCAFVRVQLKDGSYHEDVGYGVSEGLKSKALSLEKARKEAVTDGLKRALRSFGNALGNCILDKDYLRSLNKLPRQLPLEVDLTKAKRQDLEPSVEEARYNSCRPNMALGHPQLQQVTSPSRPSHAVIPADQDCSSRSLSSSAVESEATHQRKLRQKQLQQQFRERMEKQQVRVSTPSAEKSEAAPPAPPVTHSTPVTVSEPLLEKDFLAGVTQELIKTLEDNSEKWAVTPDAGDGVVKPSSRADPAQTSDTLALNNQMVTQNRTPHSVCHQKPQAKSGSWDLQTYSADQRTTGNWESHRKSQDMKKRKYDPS
Xi reactivation – reactivates the inactive X chromosome in mouse fibroblasts; XiGFP mouse fibroblasts, % GFP-positive cells imaging, 3 d; cells co-treated with 5-aza-dC sensitizer; scaled so ellipticine positive control = 100%; activation, % at 7.58 µM; 360,000 tested, 0.055% active; AID 743238;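 active means mean normalized replicate activation at least 10% and every replicate at or above 10%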;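 further: 0% = median of on-plate neutral control wells and 100% = ellipticine 6 µM median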
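System: SV40-immortalized XiGFP fibroblast cells, line 68-5-11 / Incubation: 3-day compound exposure, then 15 min fixation at room temperature / Compound: single concentration per compound, delivered by pin transfer / Buffer or medium: DMEM plus 5-aza-dC sensitizer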
esBAF inh – SWI/SNF esBAF complex inhibition; reporter increase, % at 12.5 µM; mouse ES cells, Bmi1-luciferase knock-in reporter, 24 h; 100% = twice the neutral-well signal; 350,000 tested, 2% active; AID 602393; in the data active means activation above about 40%;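 further: 0% = median of the plate's neutral control wells and 100% = double that signal; a rise in the Bmi1 reporter signal indicates esBAF inhibition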
F508del corr – CFTR F508del correction in bronchial cells | CFBE cells, YFP halide quenching; stimulated with forskolin plus potentiator P3; % fluorescence drop versus neutral controls | activity (quench increase), % at 7.58 µM | 350,000 tested, 0.36% active | AID 720511;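 active means mean added fluorescence quench of at least 8% versus neutral control, with both replicates also reaching 8%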;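 further: cells transiently co-express mutant CFTR-F508del with the halide-sensitive YFP; corrector assay measuring rescue of mutant channel to the surface after 24 h compound exposure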
INS-1E GSIS act – GLuc luminescence reporter in INS-1E cells, primary screen for activators of glucose-dependent secretion of insulin; INS-1E GLuc reporter insulin secretion, 2-3 h; activation, % at 16.6 µM; 370,000 tested, 0.61% active;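 active means lowest replicate activation of at least 40%, so every replicate reaches that level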;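 further: 0% = median of neutral control wells and 100% = median of IBMX positive control wells; some compounds called inactive have numbers as strong as hits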
RAD54 inh – blocks human RAD54 Holliday junction branch migration; AID 602329; 360,000 tested, 0.14% active; FAM/BHQ fluorescence; Q92698; inhibition, % at 10.4 µM;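 active means mean normalized replicate activity at least 40 and at least half of replicates scoring 40 or more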;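 further: 0% = median of neutral control wells and 100% = median of positive control wells; inhibitors cause a drop in the FAM fluorescence signal; in these data hits start at about 50%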
An asterisk follows results filed as active; / = no result given; & = joins results of further samples.

SMILES | ERAP1 HTS inh | ARNT-TACC3 inh | RAD52 inh | Xi reactivation | esBAF inh | F508del corr | INS-1E GSIS act | RAD54 inh
Cc1cccc(C)c1NC(=O)c1ccc2sc([C@H]3C[C@H](O)[C@@H](CO)O3)nc2c1 | -1 | / | -6 | 0.1 | -4 | 0.5 | -19 | -5
N#Cc1ccc(NC(=O)c2cc(-c3cccs3)on2)cc1 | / | -7 | -3 | -0.2 | -5 | -1.4 | -3 | /
NC(=O)CCC(NS(=O)(=O)c1ccc(Cl)cc1)C(=O)NCC1CCCCC1 (stereo not given) | -3 | -6 | -7 | 0.0 | -4 | 2.4 | -17 | -8
CC1CCN(C(=O)Cn2c(=O)oc3cc(S(=O)(=O)N4CCCCC4)ccc32)CC1 | 1 | -5 | -4 | 0.0 | 0 | -1.6 | 10 | 1
CN1CCN(S(=O)(=O)c2ccc(N(C)Cc3ccc(OC(F)F)cc3)c([N+](=O)[O-])c2)CC1 | 2 | 5 | -7 | 0.2 | 5 | 2.4 | -33 | /
CC(C)Oc1cc(NC(=O)CS(=O)(=O)CC(=O)N(C)C)c(Cl)cc1Cl | 4 | / | -5 | 0.1 | / | -0.7 | 15 | /
COc1cccc(NC(=O)C[C@@H]2CC[C@@H]3[C@@H](COc4ccc(NC(=O)C5CC5)cc4C(=O)N3C)O2)c1 | 2 | -3 | -4 | 0.1 | 5 | -3.5 | -2 | -11
CCNc1ccc(S(=O)(=O)N2CCOCC2)cc1NCC(=O)Nc1cccc(Br)c1 | 4 | / | -11 | 0.2 | 2 | 3.4 | -5 | -7
COCC#Cc1ccc([C@@H]2[C@@H](CO)N3CCCCN(Cc4cncnc4)C[C@@H]23)cc1 | 0 | -1 | -7 | 0.2 | / | -2.4 | -2 | 3
CC(C)COc1ccc(C(=O)Nc2ccc(N3CCOCC3)cc2N2CCOCC2)cc1 | -2 | -6 | -5 | 0.0 | 0 | 2.2 | -16 | -11
COc1ccccc1NC(=O)N1CCCCN2[C@H](C1)[C@H](c1ccc(C#CC3CCCC3)cc1)[C@@H]2CO | 3 | 32 | -9 | 0.1 | 8 | -3.0 | -11 | -12
Cc1noc(C)c1NC(=O)N(C)C[C@@H]1OCCCC[C@@H](C)Oc2ccc(NC(=O)Nc3ccccc3)cc2C(=O)N([C@@H](C)CO)C[C@@H]1C | / | -3 | / | -0.5 | 1 | -0.9 | 6 | -14
CCCN1C[C@H](C)[C@@H](OC)CN(C)C(=O)c2ccc(NC(=O)C3CC3)cc2OC[C@@H]1C | 2 | 0 | 9 | -0.1 | 3 | 3.4 | 3 | -5
O=C(COc1ccc(Br)cc1)NC(=S)Nc1ccccc1N1CCOCC1 | -3 | -6 | -2 | 0.1 | -2 | 3.7 | -21 | -10
CN(CC(=O)Nc1ccc(F)cc1)C(=O)CCc1nc2ccccc2c(=O)[nH]1 | 0 | -21 | -53 | 5.8 | 0 | -0.5 | 9 | 6
Cc1ccc(S(=O)(=O)N(C)C[C@@H]2Oc3ccc(NC(=O)Nc4ccc(C(F)(F)F)cc4)cc3C(=O)N([C@H](C)CO)C[C@@H]2C)cc1 | -4 | 3 | -9 | 0.0 | -3 | 2.3 | 7 | -4
O=C(CCNC(=O)c1ccc(Cl)cc1)Nc1cccc(S(=O)(=O)N2CCCCC2)c1 | -1 | 2 | -28 | 0.2 | 2 | 0.9 | -24 | -3
COc1ccccc1-c1ccc2n(c1=O)C[C@@H]1[C@@H](CO)[C@H](C(=O)N(C)C)N(CC3CCOCC3)[C@H]21 | -4 | 8 | 7 | 0.3 | -4 | -0.4 | 6 | 2
CSc1nc(-c2ccccc2)cc(C)c1C#N | 1 | -8 | -7 | 0.1 | / | -0.1 | -19 | /
COc1ccc(NC(=O)C(=O)N/N=C/c2cccnc2)cc1 | 2 | 14 | 3 | 3.1 | -7 | 2.4 | / | /
Cc1ccc(-c2cnc3c(c2)C(=O)N([C@H](C)CO)C[C@@H](C)[C@H](CN(C)Cc2ccccc2F)O3)cc1 | 0 | -1 | 19 | 0.0 | 1 | 0.9 | -15 | 3
O=C(c1ccco1)N1CCN(C(=O)C2CC(c3ccc(Cl)c(Cl)c3)=NO2)CC1 (stereo not given) | / | 7 | / | / | -3 | / | -18 | -14
O=C(NCCc1ccc2c(c1)OCCO2)c1ccc([N+](=O)[O-])cc1Cl | 3 | 1 | -21 | 0.0 | / | 0.5 | 3 | /
Cc1cc(C)c[n+](CC(=O)c2ccc(-c3ccccc3)cc2)c1 | 3 | -1 | 27 | 0.3 | / | / | -4 | /
S=C1SCN(Cc2ccccc2)CN1Cc1ccco1 | -1 | / | -21 | 0.2 | -4 | 3.1 | -10 | 1

Of the compounds above, these have a nitro group on carbon:
SMILES | ERAP1 HTS inh | ARNT-TACC3 inh | RAD52 inh | Xi reactivation | esBAF inh | F508del corr | INS-1E GSIS act | RAD54 inh
CN1CCN(S(=O)(=O)c2ccc(N(C)Cc3ccc(OC(F)F)cc3)c([N+](=O)[O-])c2)CC1 | 2 | 5 | -7 | 0.2 | 5 | 2.4 | -33 | /
O=C(NCCc1ccc2c(c1)OCCO2)c1ccc([N+](=O)[O-])cc1Cl | 3 | 1 | -21 | 0.0 | / | 0.5 | 3 | /

Limited to ERAP1 HTS inh and esBAF inh, for some of the entries so far:
Structure | ERAP1 HTS inh | esBAF inh
CSc1nc(-c2ccccc2)cc(C)c1C#N | 1 | /
COc1ccc(NC(=O)C(=O)N/N=C/c2cccnc2)cc1 | 2 | -7

Other entries:
SMILES | ERAP1 HTS inh | ARNT-TACC3 inh | RAD52 inh | Xi reactivation | esBAF inh | F508del corr | INS-1E GSIS act | RAD54 inh
Cc1noc(C)c1NC(=O)Nc1ccc2c(c1)C(=O)N(C)[C@@H]1CC[C@@H](CC(=O)N[C@H]3CCN(Cc4ccccc4)C3)O[C@H]1CO2 | -1 | 6 | 27 | 0.0 | -5 | -5.2 | 8 | -3
CCOC(=O)N1CCN(C(=O)c2ccc3c(c2)N(C)C(=O)/C(=C\c2ccc(OCC)c(OC)c2)S3)CC1 | 2 | 10 | 2 | 0.3 | 2 | 2.0 | 9 | 5
Cc1cccc(OCCOc2ccccc2C=C(C#N)C#N)c1 | 1 | -8 | -21 | 0.0 | / | 7.5 | -8 | /
CCCCNc1ncnc2c1nnn2Cc1ccccc1Cl | 3 | -2 | -7 | 0.0 | -5 | -1.1 | 8 | -10
O=C(NCC[C@@H]1CC[C@@H](NS(=O)(=O)Cc2ccccc2)[C@@H](CO)O1)C1CC1 | -2&-2 | -4 | -14&-5 | -0.2&-0.1 | 1 | 1.0&1.2 | 12&6 | -4
COC(=O)c1c(C(=O)OC)c2ccccn2c1C(=O)c1ccccc1 | 1 | -3 | -16 | 0.1 | -5 | 0.4 | 31 | -3
CC(=O)NCCc1nc2cc(NC(=O)c3ccc(Cl)cc3)ccc2n1C | 1 | -18 | 10 | 0.0 | / | -3.6 | 6 | /
Cc1cc(=O)cc(C)n1-c1ccc(Cl)c(Cl)c1 | -1 | -5 | -7 | 0.3 | -2 | 2.4 | -3 | 21
CCOC(=O)c1c(Nc2ccc(Cl)cc2)sc(/C=C2\C=Nc3ccccc32)c1O | 0 | -6 | -84 | 0.0 | -9&-3 | 1.7 | / | -3&4
COc1ccccc1C(=O)NCC(=O)N1CCN(C/C=C/c2ccccc2)CC1 | -1 | -7 | -7 | -0.1 | 2 | 2.3 | / | 1
N#CCCN(C(=O)COc1ccc(Br)cc1F)c1ccc(F)cc1 | 0 | -5 | -15 | 0.1 | / | -1.1 | -11 | /
O=C(c1cn(Cc2ccccc2)nc1-c1cccnc1)N1CCc2ccccc2C1 | 1 | 2 | -7 | 0.0 | 3 | -3.8 | -6 | 4
O=C(COc1coc(CN2CCc3ccccc32)cc1=O)Nc1ccc([N+](=O)[O-])cc1 | 1 | -13 | -14 | 0.0 | 0 | -2.6 | 5 | 6
C[C@H]1CN([C@@H](C)CO)C(=O)c2cccc(NC(=O)Nc3ccc(C(F)(F)F)cc3)c2O[C@H]1CN(C)Cc1ccc2c(c1)OCO2 | 1 | 8 | 27 | -0.3 | 10 | 1.8 | -30 | -4
COc1ccc(/C=C2/SC(=S)N(CCC(=O)Nc3cccnc3)C2=O)cc1OC | 2 | / | -111 | 0.0 | / | -0.9 | 10 | /
O=C(O)c1ccccc1C(=O)NC1CCN(c2nccc(C(F)(F)F)n2)CC1 | -4 | -3 | 0 | 0.0 | -8 | 0.5 | -9 | -2
CC=Cc1ccc2n(c1=O)C[C@@H]1[C@@H](CO)[C@H](C(=O)NCC3CC3)[C@H]2N1Cc1ccccc1 (mixture of isomers) | -3 | / | -2 | 0.4 | -3 | -3.3 | -2 | -15
CC(C)C#Cc1ccc2c(c1)O[C@H](CN(C)S(C)(=O)=O)[C@H](C)CN([C@@H](C)CO)S2(=O)=O | 0 | 2 | 4 | 1.0 | -1 | 0.1 | -4 | 3
O=C(Nc1ccccc1[N+](=O)[O-])c1cc(S(=O)(=O)Nc2ccccn2)ccc1Cl | -3 | / | 0 | 0.0 | 4 | 4.2 | 7 | 5
C=CCn1c(NC)cc(=O)n(C)c1=O | / | -5 | / | / | -2 | / | 3 | -10
CCCC#Cc1ccc([C@@H]2[C@@H](C#N)N(C(=O)CN3CCOCC3)[C@H]2CO)cc1 | -2 | -31 | -34 | 0.1 | 4 | -2.4 | 2 | -2
Cc1ccc2nc3c(c(N)c2c1)CCN3C | 15 | 10 | 42 | 0.1 | -3 | 0.8 | 24 | 61*
COc1ccc(NC(=O)CSc2nnc(Cc3ccccc3)c(=O)n2N)cc1OC | -2 | -19 | -7 | 0.1 | -2 | -2.6 | -13 | 3
CNC(=O)N(C1=NCCCCC1)c1ccc(Br)cc1 | / | 1 | / | -0.2 | / | / | 2 | 10
CO[C@H](C(=O)N(C)C[C@H]1OCc2ccccc2-c2ccccc2C(=O)N([C@@H](C)CO)C[C@H]1C)c1ccccc1 | 1 | -18 | 5 | 0.3 | 7 | 0.9 | 7 | 0
CCOC1=C2[C@@H](CN(S(=O)(=O)c3ccc(C)cc3)[C@H]2c2ccccc2Cl)[C@H]2C(=O)N(Cc3ccccc3)C(=O)[C@H]2C1 | 2 | / | -16 | 0.0 | 6 | -3.4 | -3 | 10
COc1ccccc1C(=O)NCCC(=O)NCc1cccnc1 | -3 | -9 | 11 | 0.0 | 2 | -1.0 | 15 | -3
COc1ccc(OCC(O)CNC(=O)c2ccccc2)cc1 (stereo not given) | / | -16 | -9 | 0.0 | / | -0.3 | 8 | /
Cc1ccc(C(=O)COC(=O)c2cc(=O)[nH]c3ccccc23)cc1C | 6 | -12 | -5 | 0.1 | 88* | / | 15 | -5

Marked active in esBAF inh, of those listed so far:
SMILES	ERAP1 HTS inh	ARNT-TACC3 inh	RAD52 inh	esBAF inh	F508del corr	INS-1E GSIS act
Cc1ccc(C(=O)COC(=O)c2cc(=O)[nH]c3ccccc23)cc1C	6	-12	-5	88*	/	15
